MCF10A rereplic: DNA re-replication induction in MCF 10a cells; Potency, µM (highest dose often 46.1 µM), without a hit: at the top dose activity, positive = re-replication, actives largely listed as activators; MCF 10A DNA re-replication, Hoechst nuclear intensity, 48 h; 350,000 compounds, 2.9% hits; further: potency means the concentration at half of the fitted maximal effect; % of control where 0% means no effect; nearly all actives have a fitted effect of over 50% in size
HT1080 IDH1KD tx: toxicity to HT-1080 IDH1 knockdown cells (counter line) | Potency, µM (doses to about 46.1 µM), inactives show at the highest dose activity, negative = toxicity, actives largely listed as cytotoxic | 360,000 compounds, 2% hits | HT-1080 IDH1 knockdown viability, ATP luminescence, 48 h | AID 686971;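 further: potency means the concentration at half of the fitted maximal effect; 0% = DMSO wells and -100% = cell-free medium wells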
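CellTiter-Glo luminescence after 48 h compound exposure at 37 degrees C of IDH1-knockdown HT-1080 cells in 5% FBS RPMI. %Activity scaled between DMSO wells and cell-free media wells, with curves fitted and assigned curve classes.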
IL-1B inflam inh: blocks inflammasome-driven IL-1 beta release | AID 743279 | THP-1 LPS/ATP IL-1B secretion, AlphaLISA, 16 h; hits give low values | 360,000 compounds, 4.7% hits | activity change, % at 57.5 µM; in the data active means activity change below about -50%; inconclusive means mostly about -30% to -49%; further: on the % scale 0 is the no-effect control and ±100 the full control effect
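Secreted IL-1B measured by AlphaLISA bead assay after 16 h compound exposure of THP-1 cells; compounds (final up to 57.5 uM) added 1 h before LPS (250 ng/mL) and ATP (1.25 mM) stimulation; lower signal means less secretion.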
KB-3-1 tox: kills parental KB-3-1 adenocarcinoma cells. Potency, µM (doses to about 46.1 µM), for inactives: at the highest dose activity change, negative = cytotoxic, most hits filed as cytotoxic. KB-3-1 viability, CellTiter-Glo ATP luminescence, 72 h. 400,000 compounds, 1.4% hits. AID 1347075; further: potency means the concentration at half of the fitted maximal effect; on the % scale 0 is the no-effect control and ±100 the full control effect; nearly all actives have a fitted effect of over 60% in size
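72 h, 37 °C compound treatment of KB-3-1 parental cells; CellTiter-Glo added, 10 min, luminescence read. Data corrected against DMSO-only plates and normalized before curve fitting.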
ATXN2 expr inh: reduces ATXN2 reporter expression in HEK-293 cells | 360,000 compounds, 0.72% hits | AID 1745845 | HEK-293 ATXN2-luciferase reporter, luminescence, 24 h | Potency, µM (highest dose often 57 µM), inactives show top-dose activity change, negative = inhibition, usual class: inhibitors; further: potency means the concentration at half of the fitted maximal effect; on the % scale 0 is the no-effect control and ±100 the full control effect; nearly all actives have a fitted effect of over 55% in size
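ATXN2-luciferase reporter cells (luciferase flanked by upstream and downstream ATXN2 gene portions) were treated 24 h at 37 °C with compounds at up to 57 uM. SteadyGlo luminescence gave expression; GF-AFC fluorescence gave viability.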
SW480 rerep: DNA re-replication induction in SW480 cells | SW480 DNA re-replication, Hoechst DNA content imaging, 48 h | Potency, µM (highest dose often 46.1 µM), for inactives: at the highest dose re-replication activation, most hits filed as activators | 340,000 compounds, 1.8% hits | AID 624297; further: potency means the concentration at half of the fitted maximal effect; % of control where 0% means no effect; nearly all actives have a fitted effect of over 55% in size
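Per well, 250 cells were exposed to pinned compound for 48 hr. Nuclear DNA was visualised with Hoechst (40 min, 37 C) and total object intensity recorded by fluorescence scanning.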
HT1080-NT tox: kills 2HG-producing HT-1080-NT fibrosarcoma cells | HT-1080-NT fibrosarcoma viability, CellTiter-Glo ATP luminescence, 48 h | Potency, µM (highest dose often 46.1 µM), without a hit: at the top dose activity, negative = less viability, hits mostly cytotoxic | 360,000 compounds, 1.6% hits;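 further: NT is the 2HG producing partner of a matched IDH1 knockdown line; potency means the concentration at half of the fitted maximal effect; 0% = DMSO-treated cells and -100% = media-only wells without cells; nearly all actives have a fitted effect of over 55% in size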
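A 48-hour cytotoxicity screen used HT-1080-NT cells plated 2 hours before compound delivery. ATP-based CellTiter-Glo luminescence measured viability, normalized to DMSO and no-cell controls.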
WRN inhibitor: blocks human WRN helicase. Q14191. WRN helicase unwinding, fluorescent forked duplex, kinetic. Potency, µM (doses to about 114 µM), for inactives: at the highest dose activity change, negative = inhibition, actives largely listed as inhibitors. 360,000 compounds, 0.46% hits. AID 651768; further: potency means the concentration at half of the fitted maximal effect; on the % scale 0 is the no-effect control and ±100 the full control effect; nearly all actives have a fitted effect of over 55% in size
Target sequence (Q14191 whole entry, looked up): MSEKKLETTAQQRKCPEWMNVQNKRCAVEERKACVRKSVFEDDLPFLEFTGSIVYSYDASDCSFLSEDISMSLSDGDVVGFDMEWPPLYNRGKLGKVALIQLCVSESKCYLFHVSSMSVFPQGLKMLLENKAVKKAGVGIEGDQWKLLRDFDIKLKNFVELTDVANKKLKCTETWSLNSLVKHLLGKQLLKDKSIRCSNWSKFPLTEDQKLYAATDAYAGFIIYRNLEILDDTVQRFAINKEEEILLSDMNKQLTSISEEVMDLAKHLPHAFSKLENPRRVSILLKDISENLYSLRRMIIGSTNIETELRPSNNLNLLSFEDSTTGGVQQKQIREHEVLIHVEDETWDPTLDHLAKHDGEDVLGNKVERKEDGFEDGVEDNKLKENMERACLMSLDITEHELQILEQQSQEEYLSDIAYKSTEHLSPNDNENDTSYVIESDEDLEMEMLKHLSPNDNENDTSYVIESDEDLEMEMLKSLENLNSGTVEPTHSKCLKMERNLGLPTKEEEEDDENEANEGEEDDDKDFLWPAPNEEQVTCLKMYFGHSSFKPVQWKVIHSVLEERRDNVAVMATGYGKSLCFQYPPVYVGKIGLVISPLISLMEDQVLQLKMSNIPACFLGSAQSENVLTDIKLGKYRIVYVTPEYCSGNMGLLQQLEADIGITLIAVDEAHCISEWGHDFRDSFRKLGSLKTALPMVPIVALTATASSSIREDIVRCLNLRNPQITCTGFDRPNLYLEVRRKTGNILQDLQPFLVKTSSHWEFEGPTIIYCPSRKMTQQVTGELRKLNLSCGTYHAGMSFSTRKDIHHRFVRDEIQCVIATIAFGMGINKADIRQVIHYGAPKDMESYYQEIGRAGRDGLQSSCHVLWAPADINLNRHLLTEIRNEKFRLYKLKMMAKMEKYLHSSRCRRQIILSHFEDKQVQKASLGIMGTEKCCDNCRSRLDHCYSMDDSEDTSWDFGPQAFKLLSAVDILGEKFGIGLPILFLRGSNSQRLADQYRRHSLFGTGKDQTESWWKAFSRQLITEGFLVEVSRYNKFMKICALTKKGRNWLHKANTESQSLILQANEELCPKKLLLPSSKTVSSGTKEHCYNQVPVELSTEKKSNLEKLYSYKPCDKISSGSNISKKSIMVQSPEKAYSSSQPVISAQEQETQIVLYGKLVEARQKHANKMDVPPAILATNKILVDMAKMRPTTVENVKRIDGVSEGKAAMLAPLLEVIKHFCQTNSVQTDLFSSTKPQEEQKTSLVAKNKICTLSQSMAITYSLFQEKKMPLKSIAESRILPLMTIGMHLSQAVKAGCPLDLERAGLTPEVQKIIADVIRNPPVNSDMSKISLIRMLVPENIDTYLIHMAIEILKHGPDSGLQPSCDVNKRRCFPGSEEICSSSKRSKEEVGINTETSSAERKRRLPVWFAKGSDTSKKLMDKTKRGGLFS
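Kinetic red-fluorescence monitoring (525/598 nm) tracks WRN helicase activity after 100 nM fluorophore-quencher forked duplex and 2 mM ATP are added to 20 nM enzyme pretreated 15 min at room temperature with compound.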
KB-V1 cytotox: KB-V1 MDR subline cytotoxicity | Potency, µM (titrated, usually from 46.1 µM), without a hit: top-dose activity change, negative = cytotoxicity, hits mostly cytotoxic | 400,000 compounds, 3.4% hits | AID 1347076 | KB-V1 MDR cells viability, CellTiter-Glo, 72 h; further: potency means the concentration at half of the fitted maximal effect; on the % scale 0 is the no-effect control and ±100 the full control effect; nearly all actives have a fitted effect of over 60% in size
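Cells of the MDR subline KB-V1 are plated, dosed with compound at multiple concentrations, and incubated 72 h at 37 degrees C; CellTiter-Glo is then added and luminescence read after 10 min.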
Numbers without * were called inactive; ? = inconclusive; . = not tested or not shown; & = joins results of further samples; [ ] = remark or other dose. Unless noted, the call rests on the fitted dose curve; in most records, active means well fitted curve in the direction sought with a large enough effect; inconclusive means small, poorly fitted or top-dose-only effect, or another doubt; inactive means no such curve, though single readings can be large; an effect the other way counts as inactive or inconclusive.

Start of the listing, in advance (7 entries):
SMILES	MCF10A rereplic	HT1080 IDH1KD tx	IL-1B inflam inh	KB-3-1 tox	ATXN2 expr inh	SW480 rerep	HT1080-NT tox	WRN inhibitor	KB-V1 cytotox
Cc1ccccc1OC(C)C(=O)NCc1cccnc1 (configuration not stated)	3%	10%	-16	7%	-3%	-2%	1%	-15%	25%
NS(=O)(=O)c1cccc(-n2cnnn2)c1	1%	5%	12	-3%	-7%	?	0%	1%	6%
CCn1c(C)nc2cc(C(=O)NNC(=S)NC(=O)c3ccc(OC)cc3)ccc21	0%	-27%	-6	-13%	-13%	5%	-2%	2%	0%
COCCCNc1nc2ccccc2nc1NS(=O)(=O)c1ccc(C)cc1C	-1%	0%	-1	6%	-8%	10%	-6%	0%	-1%
Cc1nc(CNC(=O)CC2C(=O)NCCN2Cc2ccc(F)cc2)cs1 (configuration not stated)	2%	2%	-4	3%	15%	1%	2%	-21%	?
O=C(NC1CCCCC1)c1cccs1	-4%	0%	0	29%	7%	-4%	8%	-10%	9%
CC1(c2ccccc2Cl)NC(=O)N(CC(=O)N2c3ccccc3NC(=O)C2(C)C)C1=O (configuration not stated)	-5%	-1%	-11	2%	-1%	3%	0%	3%	?

This part in full (from the top)
SMILES	MCF10A rereplic	HT1080 IDH1KD tx	IL-1B inflam inh	KB-3-1 tox	ATXN2 expr inh	SW480 rerep	HT1080-NT tox	WRN inhibitor	KB-V1 cytotox
Cc1ccccc1OC(C)C(=O)NCc1cccnc1 (configuration not stated)	3%	10%	-16	7%	-3%	-2%	1%	-15%	25%
NS(=O)(=O)c1cccc(-n2cnnn2)c1	1%	5%	12	-3%	-7%	?	0%	1%	6%
CCn1c(C)nc2cc(C(=O)NNC(=S)NC(=O)c3ccc(OC)cc3)ccc21	0%	-27%	-6	-13%	-13%	5%	-2%	2%	0%
COCCCNc1nc2ccccc2nc1NS(=O)(=O)c1ccc(C)cc1C	-1%	0%	-1	6%	-8%	10%	-6%	0%	-1%
Cc1nc(CNC(=O)CC2C(=O)NCCN2Cc2ccc(F)cc2)cs1 (configuration not stated)	2%	2%	-4	3%	15%	1%	2%	-21%	?
O=C(NC1CCCCC1)c1cccs1	-4%	0%	0	29%	7%	-4%	8%	-10%	9%
CC1(c2ccccc2Cl)NC(=O)N(CC(=O)N2c3ccccc3NC(=O)C2(C)C)C1=O (configuration not stated)	-5%	-1%	-11	2%	-1%	3%	0%	3%	?
CC(C)n1cc(C#N)c(N)n1	-3%	22%	18	5%	11%	-5%	8%	2%	1%

SMILES	MCF10A rereplic	HT1080 IDH1KD tx	IL-1B inflam inh	KB-3-1 tox	ATXN2 expr inh	SW480 rerep	HT1080-NT tox	WRN inhibitor	KB-V1 cytotox
Cc1ccc(NC(=O)N2CCOCC2)c(C)c1	-6%	-3%	-4	9%	-7%	-10%	-2%	2%	16%
CCCC1CCC(C(=O)n2nc(N)c3cc4ccc(OC)cc4nc32)CC1 (configuration not stated)	13%	0%	8	17%	3%	2%	0%	-1%	?
COC(=O)C1=NN(C(C)=O)C2(CC(=O)N(c3cccc(C)c3)C2=O)C1 (configuration not stated)	10%	21%	-5	17%	-11%	-6%	19%	16%	24%
C=CCNC(=O)/C(C#N)=C/c1c(C)nn(-c2ccccc2)c1Cl	?	?	-68*	1%	-2%	23%	?	-8%	9%
O=C1N2CCCc3cccc(c32)C12Nc1ccccc1S2 (configuration not stated)	7%	6%	-13	-11%	7%	-5%	4%	-17%	-16%
CN(C)CCNC(=O)C1(C)Cc2c(-c3cccc(C(F)(F)F)c3)ccnc2O1 (configuration not stated)	.	?	0	0%	-14%	.	?	-6%	-3%
O=C1CCC(C(=O)OCc2c(Cl)cccc2Cl)N1 (configuration not stated)	-5%	-2%	12	-16%	-7%	12%	-9%	1%	-12%
COc1cc(CN2CCNC(=O)C2CC(=O)NCc2csc(C(C)C)n2)cc(OC)c1 (configuration not stated)	-2%	1%	10	-4%	.	1%	0%	-1%	0%

SMILES	MCF10A rereplic	HT1080 IDH1KD tx	IL-1B inflam inh	KB-3-1 tox	ATXN2 expr inh	SW480 rerep	HT1080-NT tox	WRN inhibitor	KB-V1 cytotox
COc1ccccc1CCN1CCCC(CN(C)Cc2ccc(OCCO)cc2)C1 (configuration not stated)	21µM*	-15%	-23	-7%	.	?	-15%	2%	-11%
CCCCNc1nnc(SCC(=O)c2c(N)n(CCC)c(=O)[nH]c2=O)s1	-2%	5%	3	0%	.	-14%	-1%	3%	10%
Cc1cc(C)cc(-n2ncc3c2CCCC3NC(=O)c2csnn2)c1 (configuration not stated)	0%	-1%	-26	17%	24%	-2%	12%	5%	-5%
Cc1cc(N2CCCC2=O)ccc1S(=O)(=O)N1CCOCC1	0%	1%	43	0%	-22%[11.3 µM]	-5%	-1%	-1%	21%
Cn1cc([N+](=O)[O-])c(C(=O)NC2CCCC2)n1	-2%	5%	-2	4%	12%	-11%	1%	11%	?
COc1cccc(COc2ccccc2C2Nc3ccc(Br)cc3C(=O)N2NC(=O)c2ccncc2)c1 (configuration not stated)	22%	-5%	?	?	14%	?	-12%	-36%	8.2µM*
Cc1ccc(Cl)cc1NC(=O)C(=O)N1CCCCC1	-3%	-1%	-9	4%	.	1%	0%	5%	14%
N/C(=N\OC(=O)C1CC1)c1ccc([N+](=O)[O-])s1	16%	-14%	13	-5%	-21%	3%	-15%	-5%	0%

Below each SMILES – MCF10A rereplic	HT1080 IDH1KD tx	IL-1B inflam inh	KB-3-1 tox	ATXN2 expr inh	SW480 rerep	HT1080-NT tox	WRN inhibitor	KB-V1 cytotox
Cc1cccc(-c2noc(CN(C)C(=O)c3ccoc3C)n2)c1
  -12%	-1%	-13	-2%	2%	-27%	-16%	3%	?
CCOC(=O)c1ccc(NC(=O)Cn2c(-c3nonc3N)nc3ccccc32)cc1
  10%	0%	-8	-1%	.	-59%[inhibitor]	-3%	2%	2%
O=C(/C=C/c1ccc(O)c(O)c1)OC1C(O)CC(OC(=O)/C=C/c2ccc(O)c(O)c2)(C(=O)O)CC1O (configuration not stated)
  -3%	19%	12	14%	-11%	0%	7%	-3%	8%
CC1CCN(c2c(NCc3ccc(C(=O)NCC4COc5ccccc5O4)cc3)c(=O)c2=O)CC1 (configuration not stated)
  0%	5%	3	8%	-1%	-7%	-4%	-6%	?
CC(C)(C)c1ccc(OCCC(=O)NCCc2ccc(S(N)(=O)=O)cc2)cc1
  0%	-4%	10	-18%	-26%	1%	-2%	-6%	14%
CCC(C)c1ccccc1NC(=O)C(C)N(C)Cc1cccc(OC)c1 (configuration not stated)
  14%	-24%	-6	-2%	-13%	?	-19%	-6%[57.1 µM]	-15%
CCOC(=O)C1=CCN(S(=O)(=O)c2ccc(C)cc2)C1c1ccccc1F (configuration not stated)
  .	1%	18	?	-9%	.	-3%	-11%	-10%
COc1ccc(Cl)cc1C(=O)OCC(=O)Nc1sccc1C(N)=O
  -1%	-9%	2	-1%	-8%	12%	0%	-15%	30%
CC1(O)c2ccccc2C(=O)N1Cc1ccccc1 (configuration not stated)
  8%	-15%	-11	1%	0%	4%	-18%	2%	-23%
CC(C)(C)OC(=O)N1CCCC(C(=O)Nc2cccc(C(=O)NCCCc3ccccc3)c2)C1 (configuration not stated)
  -5%	-1%	-2	4%	?	1%	4%	-6%	9%
Nc1nc(CN2CCN(c3ccccc3F)CC2)nc(N2CCCc3ccccc32)n1
  ?	-14%	?	3%	11%	-8%	-1%	-8%	1%
O=c1[nH]c(-c2ccncc2)nc2ccccc12
  -24%	-8%	17	0%	0%	3%[9.22 µM]	-7%	-23%	20%
Cc1cc(C)c2cc(CN(Cc3ccc4c(c3)OCO4)Cc3nnnn3Cc3ccco3)c(=O)[nH]c2c1
  ?	-18%	-62*	?	5%	19%	-19%	-17%	?
CN(C1CC(C)(C)NC(C)(C)C1)S(=O)(=O)CC12CCC(CC1=O)C2(C)C (configuration not stated)
  -2%	-1%	-25	-6%	-3%	-4%	1%	-8%	1%
COc1ccc(OC)c(C2=NOC(C(=O)Nc3c(C)n(C)n(-c4ccccc4)c3=O)C2)c1 (configuration not stated)
  0%	1%	24	2%	6%	-2%	0%	7%	11%

Look-ups from the entries so far.
`Nc1nc(CN2CCN(c3ccccc3F)CC2)nc(N2CCCc3ccccc32)n1` | HT1080-NT tox = -1%
`O=C(/C=C/c1ccc(O)c(O)c1)OC1C(O)CC(OC(=O)/C=C/c2ccc(O)c(O)c2)(C(=O)O)CC1O` (configuration not stated) | KB-V1 cytotox = 8%

(continued)
Below each SMILES – MCF10A rereplic	HT1080 IDH1KD tx	IL-1B inflam inh	KB-3-1 tox	ATXN2 expr inh	SW480 rerep	HT1080-NT tox	WRN inhibitor	KB-V1 cytotox
COC(=O)/C=C1/SC(=NC(=O)c2ccc(F)cc2)NC1=O
  -11%	?	.	1%	-6%	-8%	16%	-2%	-13%
NC(=O)c1ccccc1NC(=O)COc1ccc(Cl)cc1
  14%	0%	-12	1%	.	6%	2%	-2%	-12%
COc1cccc(NC(=O)CN(C)C(=O)c2ccc(N3CCOCC3)c([N+](=O)[O-])c2)c1
  6%	0%	44	-2%	-10%	-479%[inhibitor]	0%	5%	-18%
Cc1ccc(C(=O)N(CC(=O)NC2CCCC2)c2ccc(F)cc2)s1
  1%	-5%	-15	-9%	-2%	-8%	-12%	3%	?
CCCCCCCCN1[C@@H](CC(=O)O)c2ccc(C(F)(F)F)cc2S1(=O)=O
  8%	-3%	2	-2%&-3%	1%	-2%	-10%	-3%	10%&-19%
